BAZ2B inh = blocks human BAZ2B; hit rate 4.4% among 360,000; Potency, µM (highest dose often 114 µM), without a hit: at the highest dose activity change, negative = inhibition, hits mostly inhibitors; AlphaScreen BAZ2B-H3K14Ac peptide displacement; Q9UIF8; AID 504333; note: potency is the fitted concentration of half-maximal effect; % is set by controls: 0 for no effect and ±100 for the full control effect; nearly all actives have a fitted effect of over 60% in size
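AlphaScreen displacement of biotin-H3(5-23)K14Ac peptide (50 nM final) from BAZ2B (50 nM final) in PBS pH 7.4, 0.01% Tween-20; complex preformed 30 min RT, then compounds (top 110 uM) 30 min RT, beads 20 min dark.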
GLS inhibitor = inhibitors of human glutaminase (GLS). O94925. GLS enzymatic activity, qHTS titration. Potency, µM (highest dose often 45.5 µM), for inactives: top-dose activity change, negative = inhibition, usual class: inhibitors. hit rate 0.21% among 410,000. AID 624170; note: potency is the fitted concentration of half-maximal effect; % is set by controls: 0 for no effect and ±100 for the full control effect
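Compounds were pin-transferred onto hKGA, after which L-glutamine (1 mM solution) and a detection mix of glutamate oxidase, HRP and Amplex Red were added. Initial and 30 min RT fluorescence reads were collected.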
ERG Ets-DNA blk = blocks human ERG Ets domain binding to DNA; Potency, µM (doses to about 76.9 µM), for the others: top-dose FP activity, negative = inhibition, actives largely listed as inhibitors; fluorescence polarization, His-ERG Ets domain / labelled DNA; hit rate 0.028% among 370,000; P11308; active = well fitted inhibition curve with a large enough effect in the polarisation, with a control signal flat; inconclusive = small, poorly fitted or top-dose-only effect, or effect the other way, or a change in a side signal; inactive = no such curve, though single readings can be large or run the other way; the % refers to the polarisation;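 note: polarization taken with two DNA probes labelled with fluorescein and Texas red; potency is the fitted concentration of half-maximal effect; % of control where 0% means no effect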
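His-tagged ERG Ets domain (1 uM in the protein solution; 300mM KCl, 50mM Tris-HCl, 1mM EDTA, 1mM DTT, pH 7.5) received compound, then a probe mix of 5 nM fluorescein-DNA and 100nM Texas-615-DNA. Fluorescence polarization was read for both dyes.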
Tb PGK inh = T. brucei PGK inhibition; hit rate 0.043% among 380,000; Potency, µM (series often up to 57.5 µM), for the others: at the highest dose activity change, negative = inhibition, usual class: inhibitors; PGK/GAPDH coupled, Kinase-Glo luminescence, 60 min; note: potency is the fitted concentration of half-maximal effect; % is set by controls: 0 for no effect and ±100 for the full control effect; nearly all actives have a fitted effect of over 60% in size
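Recombinant glycosomal PGK reaction used 1,3-bisphosphoglycerate generated in-well by GAPDH (100nM final) in 100mM TEA pH 7.6, 5mM MgCl2, 0.01% Tween-20. After 60 minutes at room temperature, ATP was read by Kinase-Glo Plus luminescence end-point.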
PI4K2A inh = inhibitors of human PI4K2A. purified PI4K2A, ADP-Glo luminescence, 1 h; hits give low values. activity change, negative = inhibition, % at 76.9 µM. hit rate 0.13% among 420,000. AID 1346378; in the data active = activity change below about -50%; inconclusive = mostly about -30% to -49%;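 note: -100% = wells without enzyme as full effect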
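Compounds are screened against recombinant PI4K2A using PI as substrate and ATP, the latter dispensed at 300 microM. Reactions run one hour at ambient temperature before ADP-Glo detection; full inhibition defined by wells lacking enzyme.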
Pin1 inh = blocks the human prolyl isomerase Pin1. Q13526. Pin1 FP peptide displacement, HiFluor488, 10 min. Potency, µM (highest dose often 115 µM), inactives show top-dose activity, negative = inhibition, usual class: inhibitors. hit rate 0.009% among 390,000. AID 504891; active = well fitted inhibition curve with a large enough effect in the polarisation, with a control signal flat, not every such curve was filed as active; inconclusive = small, poorly fitted or top-dose-only effect, or effect the other way, or a change in a side signal; inactive = no such curve, though single readings can be large or run the other way; the % refers to the polarisation; note: potency is the fitted concentration of half-maximal effect; % is set by controls: 0 for no effect and ±100 for the full control effect
HP1b binding inh = inhibitors of HP1-beta chromodomain binding to methylated histone tails. P83916. AlphaScreen HP1-beta / biotin-H3K9me3 peptide binding. Potency, µM (titrated, usually from 114 µM), for inactives: at the top dose activity change, negative = inhibition, usual class: inhibitors. hit rate 0.56% among 390,000. AID 540317; note: potency is the fitted concentration of half-maximal effect; nearly all actives have a fitted effect of over 70% in size; inactives centre near 23
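HP1-beta protein (50 nM final) preincubated 30 min at room temperature with biotinylated H3(1-18)K9me3 peptide (50 nM) in PBS pH 7.4, 0.01% Tween-20, then compound added for 30 min. AlphaScreen streptavidin donor/nickel chelate acceptor beads (10 ug/mL final), 30 min dark, luminescence read.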
JMJD2A Tudor inh = inhibitors of human JMJD2A Tudor domain; hit rate 4.4% among 390,000; AlphaScreen JMJD2A-Tudor / H3K4me3 peptide binding; AID 504339; Potency, µM (series often up to 114 µM), for the others: at the highest dose activity change, negative = inhibition, usual class: inhibitors; note: potency is the fitted concentration of half-maximal effect; % is set by controls: 0 for no effect and ±100 for the full control effect; nearly all actives have a fitted effect of over 50% in size
Target sequence (O75164 whole entry, looked up, the tested form may be a part): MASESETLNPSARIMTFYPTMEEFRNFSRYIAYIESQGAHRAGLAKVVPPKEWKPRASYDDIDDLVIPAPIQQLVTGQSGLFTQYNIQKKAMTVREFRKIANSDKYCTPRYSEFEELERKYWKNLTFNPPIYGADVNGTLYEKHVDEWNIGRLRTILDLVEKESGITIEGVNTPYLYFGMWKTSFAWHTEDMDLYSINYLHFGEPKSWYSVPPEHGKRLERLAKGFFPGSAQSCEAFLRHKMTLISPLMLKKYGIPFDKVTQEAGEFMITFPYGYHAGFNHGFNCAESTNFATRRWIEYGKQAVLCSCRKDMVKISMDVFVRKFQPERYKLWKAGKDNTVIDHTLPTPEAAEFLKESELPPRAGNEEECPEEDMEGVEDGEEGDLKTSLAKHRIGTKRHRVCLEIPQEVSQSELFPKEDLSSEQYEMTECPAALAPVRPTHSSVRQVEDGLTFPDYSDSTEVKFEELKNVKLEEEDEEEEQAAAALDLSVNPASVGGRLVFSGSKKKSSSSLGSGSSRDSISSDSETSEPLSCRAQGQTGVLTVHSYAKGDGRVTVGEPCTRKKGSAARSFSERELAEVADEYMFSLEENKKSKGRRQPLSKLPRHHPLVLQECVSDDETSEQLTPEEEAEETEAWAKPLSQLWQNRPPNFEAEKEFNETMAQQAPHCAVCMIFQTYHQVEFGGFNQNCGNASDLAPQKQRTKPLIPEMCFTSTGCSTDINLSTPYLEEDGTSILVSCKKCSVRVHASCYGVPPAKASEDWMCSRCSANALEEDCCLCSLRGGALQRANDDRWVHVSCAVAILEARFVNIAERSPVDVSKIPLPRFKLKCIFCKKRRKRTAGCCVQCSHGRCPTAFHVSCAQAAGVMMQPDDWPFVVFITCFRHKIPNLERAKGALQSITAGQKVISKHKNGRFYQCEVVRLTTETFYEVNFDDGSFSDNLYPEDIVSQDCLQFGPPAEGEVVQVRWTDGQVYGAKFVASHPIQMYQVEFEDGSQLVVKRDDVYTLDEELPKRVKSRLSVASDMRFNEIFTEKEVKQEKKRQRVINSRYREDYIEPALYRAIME
G9a inh = G9a (human) methyltransferase inhibition; Q96KQ7; G9a H3K9 monomethylation, AlphaScreen, 2 h; Potency, µM (top dose mostly 102 µM), for inactives: at the highest dose activity, negative = inhibition, actives largely listed as inhibitors; hit rate 8.8% among 350,000; note: potency is the fitted concentration of half-maximal effect; % is set by controls: 0 for no effect and ±100 for the full control effect; nearly all actives have a fitted effect of over 75% in size
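Readings reflect AlphaScreen signal from monomethyl-H3K9 antibody detection. HMT at 20 nM; substrate b-H3K9 500 nM; cofactor SAM 20 uM; 2 h RT reaction; compounds tested as titrations in qHTS with 15 min preincubation.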
The depositor's hits bear a star; i = inactive; ? = inconclusive; . = no result given; & = joins results of further samples; [ ] = another dose, or the depositor's remark. Unless noted, calls come from the whole dose curve; as a rule, active = well fitted curve in the direction sought with a large enough effect; inconclusive = small, poorly fitted or top-dose-only effect, or another doubt; inactive = no such curve, though single readings can be large; an effect the other way counts as inactive or inconclusive.

SMILES	BAZ2B inh	GLS inhibitor	ERG Ets-DNA blk	Tb PGK inh	PI4K2A inh	Pin1 inh	HP1b binding inh	JMJD2A Tudor inh	G9a inh
O=C(Nc1cccc(C(=O)N2CCCCC2)c1)c1ccccc1Br	-3%	1%	2%	-6%	2	-11%	33%	-6%	11%
O=C(/C=C\c1ccco1)Nc1cc([N+](=O)[O-])ccc1F	6%	13%	.	-3%	4	5%	22%	-16%	-14%[59 µM]
Cc1ccc(-c2c[n+](CC(=O)OCc3ccccc3)c3n2CCC3)cc1	-23%	-4%	5%	-1%	-2	-9%	26%	3%	?
CC(C)CNC(=O)/C=C/C(=O)O	0%	-1%	?	-1%	0	-1%	20%	-10%	2%&-37%
Cc1cc(OCC(=O)Nc2nnc(C3CC3)s2)ccc1C(C)C	3%	-2%	-4%	7%	4	0%	31%	-2%	8%[59 µM]
Cc1ccc(NC(=O)c2ccc(S(=O)(=O)NCc3ccco3)cc2)nc1	8%	0%	6%	-2%	3	-1%	21%	-14%	15%[0.501 µM]
O=C(Nc1ccc2c(c1)OCO2)c1cnn2cccnc12	1%	1%	12%	.	-24	-4%	15%	-8%	-7%[12.7 µM]
Cc1ccc(Cl)cc1N1CCN(C(=O)Cn2ccc3ccccc3c2=O)CC1	4%	5%	3%	-6%	-5	17%	18%	-22%	-40%
O=C(Nc1ccc(Oc2ccc(Cl)cc2)cc1)c1ncn[nH]1	-2%	1%	-1%	-6%	3	-4%	29%	-9%	46%[59 µM]
CC(=O)c1c(C(C)=O)c(C)n(-c2ccc(O)cc2)c1C	-39%	-4%	1%	-1%	0	0%	6%	-29%	-1%[59 µM]
COc1ccc(-c2csc(NC(=O)c3ccco3)n2)cc1	?	-4%	8%	-3%	7	18%	23%	-21%	14µM*
Cc1ccc(Cn2c(CNS(=O)(=O)c3ccc(C(C)(C)C)cc3)nc3cccnc32)cc1	-9%	2%	1%	-7%	-3	17%	10%[57 µM]	-31%	1%[59 µM]
Cc1cc(C)cc(Oc2coc3c(CN4CCN(C)CC4)c(O)ccc3c2=O)c1	2%	-4%	1%	-3%	-7	2%	31%	-29%	-5%[59 µM]
O=C1c2ccccc2NC(c2cccc(O)c2)N1Cc1ccco1 (stereo not drawn)	-18%	8%	-3%	1%	1	?	-1%[57 µM]	-14%[57.1 µM]	6%[59 µM]
COc1ccc(OC)c(C(=O)c2coc3ccc(OC)cc23)c1	8%	-5%	-16%	i	-8	-3%	52%[activator]	-14%	8%[59 µM]
COc1ccc(N2CCN(C(=O)c3ccc(Cn4nc(C)c([N+](=O)[O-])c4C)o3)CC2)cc1	?	15%	8%	-5%	-6	-10%	-9%	-34%	3.5µM*
COc1cc(C(=O)NC2CC(C)(C)NC(C)(C)C2)cc(OC)c1OC	3%	1%	-4%	-4%	-1	-1%	26%	-6%	-3%
CC(C)(C)c1ccc(-n2nc(C#N)c(Cl)cc2=O)cc1	-29%	-6%	-1%	11%	52	?	27%	-19%	?
O=[N+]([O-])c1ccc(N2CCN(c3ccccc3)CC2)nc1	8%	0%	5%	2%	-3	5%	32%	-10%	9%
CCOc1ccc(C2Nc3ccccc3-c3nnc(SCc4ccccc4)nc3O2)cc1OC (stereo not drawn)	-38%	18%	2%	10%	3	12%	15%	-28%	-69%[59 µM]
O=C(CSc1nc2ccccc2c(=O)n1CCCC(=O)N1CCCC1)NCc1ccco1	-9%	-9%	-3%	i	1	5%	20%	-15%	4%
COc1ccc(CCNC(=O)Cc2nn(C)c(=O)c3ccccc23)cc1OC	-3%	-1%	7%	i	-1	0%	28%	-19%	-30%
CCCCN1c2cc(C)c(O)cc2C(C(=O)OCC)C1C (stereo not drawn)	1%	2%	4%	-7%	0	0%	1%	-14%	6%[2.33 µM]
CCOc1ccc2nc(NC(=O)CN3CCN(C)CC3)sc2c1	?	12%	4%	5%	5	1%	7%	-18%	35µM*
Cc1ccc(S(=O)(=O)N2CCOC23CCN(C(=O)C(=O)NCCC(C)C)CC3)cc1	4%	-1%	2%	-1%	-3	4%	1%	-10%	-28%

An excerpt from above with just HP1b binding inh and Tb PGK inh.
SMILES,HP1b binding inh,Tb PGK inh
Cc1ccc(Cn2c(CNS(=O)(=O)c3ccc(C(C)(C)C)cc3)nc3cccnc32)cc1,10%[57 µM],-7%
Cc1cc(C)cc(Oc2coc3c(CN4CCN(C)CC4)c(O)ccc3c2=O)c1,31%,-3%
O=C1c2ccccc2NC(c2cccc(O)c2)N1Cc1ccco1 (stereo not drawn),-1%[57 µM],1%

(further entries)
SMILES	BAZ2B inh	GLS inhibitor	ERG Ets-DNA blk	Tb PGK inh	PI4K2A inh	Pin1 inh	HP1b binding inh	JMJD2A Tudor inh	G9a inh
CCOC(=O)N1CCN(C(=O)C2CC(c3ccc(F)cc3)=NO2)CC1 (stereo not drawn)	-3%	-2%	-6%	-4%	1	2%	54%[activator]	-25%	15%
CCCCc1nnc(NC(=O)c2ccc(S(=O)(=O)N3CCOCC3)cc2)s1	25%	-12%	.	i	-5	4%	36%	?	16%[2.33 µM]
Cc1ccc(SCc2cc(=O)n3[nH]c(C)nc3n2)cc1	?	?	-5%	-7%	-3	-1%	39%[activator]	15%[11.4 µM]	-3%[59 µM]
COc1ccc(NC(=O)Nc2cccc3c2O[C@H](CN(C)C(=O)NC(C)C)[C@@H](C)CN([C@H](C)CO)C3=O)cc1	.	13%	7%	1%	-5	0%	31%	-15%	.
CCOc1ncccc1C(=O)N1CCN(S(=O)(=O)c2ccc3ccccc3c2)CC1	-24%	-3%	-5%	0%	-3	0%	10%	-2%	5%
O=C(Nc1nc(-c2cccs2)c(-c2cccs2)s1)C1(c2ccccc2)CC1	4%	7%	-10%	-1%	0	21%	43%[activator]	12%	54%[activator][59 µM]
COc1ccc(CNC(=O)CC2C(=O)NCCN2C2Cc3ccccc3C2)cc1 (stereo not drawn)	-13%	1%	0%	-11%	5	-2%	21%	-8%	?
COc1ccccc1CC(=O)Nc1ccon1	-3%	3%	-10%	1%	-3	-4%	33%	-8%	13%
CN(C)c1ccc(/C=N/OC(=O)Nc2ccccc2)cc1	71µM*	22%	-2%	-7%	-16	-1%	-6%	-34%	-12%
Cc1noc(C)c1CSCC(=O)Nc1cc(Cl)ccc1N1CCCCC1	-4%	-4%	2%	7%	2	10%	58%[activator]	8%	7%
COCCn1nnnc1C(c1ccc2ncccc2c1)N1CCN(c2ccccc2F)CC1 (stereo not drawn)	50µM*	0%	0%	.	3	-1%	31%	-25%	8.9µM*
Cc1cc(C)cc(NC(=O)c2ccc(Cn3nc(C)c(Cl)c3C)o2)c1	5%	-7%	9%	-3%	1	3%	32%[activator]	-6%	-12%[59 µM]
O=C1/C(=C/c2cccc(Br)c2)SC(=S)N1CCC(=O)N(CCO)c1ccccc1	?	-4%	33%[activator]	0%	12	-1%	-24%	32µM*	.
O=C(NC(=S)Nc1cccc2ncccc12)c1cccs1	-32%	-2%	18%	i	4	5%	26%	-4%	50µM*
COc1cc(C)nc(-c2csc(C)n2)n1	4%	-9%	-6%	i	-2	2%	44%[activator]	-7%	.
O=C(NCc1ccc(Cl)cc1)C1CCCN1C(=O)Nc1ccccc1 (stereo not drawn)	9%	5%	1%	-11%	4	6%	17%	-17%	30%
COC(=O)c1ccc(Cn2nnc3sc4c(c3c2=O)CCC(C)C4)cc1 (stereo not drawn)	?	13%	-3%	-9%	0	5%	30%	5%	2%[59 µM]
O=C(CN(c1cccc([N+](=O)[O-])c1)S(=O)(=O)c1ccccc1)N(Cc1ccccc1)Cc1ccccc1	-8%	-6%	0%	2%	-23	-4%	21%	-10%	26%[59 µM]
COc1ccc(Br)cc1CNc1ccc(S(N)(=O)=O)cc1	-24%	15%	-11%	-5%	4	-4%	4%	-6%	-3%[59 µM]
Nc1c(C(=O)OCC2CCCO2)c2nc3ccccc3nc2n1C1CCCC1 (stereo not drawn)	10%	3%	-3%	-5%	-5	1%	53%[activator]	11%	0%[2.33 µM]
CCCNC(=O)c1cc2n(n1)CCCN(Cc1ccc(F)cc1)C2=O	-2%	1%	-1%	1%	3	-5%	15%	-13%	0%[59 µM]

Grouped by structure: those above with a tert-butyl group
SMILES	BAZ2B inh	GLS inhibitor	ERG Ets-DNA blk	Tb PGK inh	PI4K2A inh	Pin1 inh	HP1b binding inh	JMJD2A Tudor inh	G9a inh
Cc1ccc(Cn2c(CNS(=O)(=O)c3ccc(C(C)(C)C)cc3)nc3cccnc32)cc1	-9%	2%	1%	-7%	-3	17%	10%[57 µM]	-31%	1%[59 µM]
CC(C)(C)c1ccc(-n2nc(C#N)c(Cl)cc2=O)cc1	-29%	-6%	-1%	11%	52	?	27%	-19%	?
